Screens (PubChem)
Tb PGK inh: qHTS Assay to Find Inhibitors of Phosphoglycerate Kinase; Potency, µM (highest dose often 57.5 µM), inactives show top-dose activity change, negative = inhibition, usual class: inhibitors; 380,000 tested, 0.043% active; Phosphoglycerate kinase, glycosomal (Trypanosoma brucei brucei), P07378; PGK/GAPDH coupled, Kinase-Glo luminescence, 60 min; also: % is scaled to controls: 0 for no effect and ±100 for the full control effect; nearly all actives have a fitted effect of over 60% in size
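Recombinant glycosomal PGK reaction used 1,3-bisphosphoglycerate generated in-well by GAPDH (100nM final) in 100mM TEA pH 7.6, 5mM MgCl2, 0.01% Tween-20. After 60 minutes at room temperature, ATP was read by Kinase-Glo Plus luminescence end-point.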
12-LOX inh: Primary qHTS assay for inhibitors of human arachidonate 12S-lipoxygenase (ALOX12): Round 2; 580,000 tested, 1.1% active; Potency, µM (doses to about 108 µM), without a hit: top-dose activity change, negative = inhibition, most hits filed as inhibitors; purified 12hLO, xylenol orange hydroperoxide absorbance; AID 1671190, 2021; also: % is scaled to controls: 0 for no effect and ±100 for the full control effect
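Hydroperoxide product was detected by ferrous iron/xylenol orange as the 573 to 405 nm absorbance ratio. Arachidonic acid at 40 uM (final) was turned over for 30 min at room temperature by 150 nM human 12hLO, pH 7.0 Hepes buffer, after 15 min compound preincubation.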
HP1b binding inh: HTS for Inhibitors of HP1-beta Chromodomain Interactions with Methylated Histone Tails; Chromobox protein homolog 1 (Homo sapiens), P83916; AlphaScreen HP1-beta / biotin-H3K9me3 peptide binding; Potency, µM (top dose mostly 114 µM), without a hit: at the top dose activity change, negative = inhibition, usual class: inhibitors; 390,000 tested, 0.56% active; AID 540317, 2011; also: nearly all actives have a fitted effect of over 70% in size; inactives centre near 23
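AlphaScreen: HP1-beta (50 nM) preformed 30 min with biotin-H3(1-18)K9me3 peptide (50 nM) in PBS pH 7.4, 0.01% Tween-20. Compound added for 30 min at RT, then streptavidin donor/nickel chelate acceptor beads (10 ug/mL) for 30 min.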
JMJD2A Tudor: qHTS Assay for Inhibitors of JMJD2A-Tudor Domain | AlphaScreen JMJD2A-Tudor / H3K4me3 peptide binding | Potency, µM (series often up to 114 µM), without a hit: top-dose activity change, negative = inhibition, most hits filed as inhibitors | AID 504339, 2011 | Lysine-specific demethylase 4A (Homo sapiens), O75164 | 390,000 tested, 4.4% active; also: % is scaled to controls: 0 for no effect and ±100 for the full control effect; nearly all actives have a fitted effect of over 50% in size
ERG Ets-DNA blk: qHTS for Small Molecule Inhibitors of the ERG Ets/DNA interaction | Transcriptional regulator ERG (Homo sapiens), P11308 | fluorescence polarization, His-ERG Ets domain / labelled DNA | Potency, µM (highest dose often 76.9 µM), for inactives: top-dose FP activity, negative = inhibition, hits mostly inhibitors | 370,000 tested, 0.028% active; active = well fitted inhibition curve with a large enough effect in the polarisation, with a control signal flat; inconclusive = small, poorly fitted or top-dose-only effect, or effect the other way, or a change in a side signal; inactive = no such curve, though single readings can be large or run the other way; the % refers to the polarisation;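 also: polarization taken with two DNA probes labelled with fluorescein and Texas red; % of control where 0% means no effect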
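His-tagged ERG Ets domain (1 uM in the protein solution; 300mM KCl, 50mM Tris-HCl, 1mM EDTA, 1mM DTT, pH 7.5) received compound, then a probe mix of 5 nM fluorescein-DNA and 100nM Texas-615-DNA. Fluorescence polarization was read for both dyes.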
Pin1 inh: qHTS Assay to Find Inhibitors of Pin1; Peptidyl-prolyl cis-trans isomerase NIMA-interacting 1 (Homo sapiens), Q13526; Pin1 FP peptide displacement, HiFluor488, 10 min; Potency, µM (top dose mostly 115 µM), without a hit: top-dose activity, negative = inhibition, hits mostly inhibitors; 390,000 tested, 0.009% active; active = well fitted inhibition curve with a large enough effect in the polarisation, with a control signal flat, not every such curve was filed as active; inconclusive = small, poorly fitted or top-dose-only effect, or effect the other way, or a change in a side signal; inactive = no such curve, though single readings can be large or run the other way; the % refers to the polarisation; also: % is scaled to controls: 0 for no effect and ±100 for the full control effect
Target sequence (Q13526 whole entry, looked up): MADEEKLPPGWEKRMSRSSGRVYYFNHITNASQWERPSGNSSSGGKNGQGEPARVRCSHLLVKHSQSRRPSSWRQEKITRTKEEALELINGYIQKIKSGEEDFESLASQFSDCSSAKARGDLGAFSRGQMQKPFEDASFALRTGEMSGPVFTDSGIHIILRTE
GLS inh: qHTS for Inhibitors of Glutaminase (GLS); Glutaminase kidney isoform, mitochondrial (Homo sapiens), O94925; GLS enzymatic activity, qHTS titration; Potency, µM (titrated, usually from 45.5 µM), inactives show top-dose activity change, negative = inhibition, actives largely listed as inhibitors; 410,000 tested, 0.21% active; AID 624170, 2012; also: % is scaled to controls: 0 for no effect and ±100 for the full control effect
Target sequence (O94925 whole entry, looked up, canonical isoform): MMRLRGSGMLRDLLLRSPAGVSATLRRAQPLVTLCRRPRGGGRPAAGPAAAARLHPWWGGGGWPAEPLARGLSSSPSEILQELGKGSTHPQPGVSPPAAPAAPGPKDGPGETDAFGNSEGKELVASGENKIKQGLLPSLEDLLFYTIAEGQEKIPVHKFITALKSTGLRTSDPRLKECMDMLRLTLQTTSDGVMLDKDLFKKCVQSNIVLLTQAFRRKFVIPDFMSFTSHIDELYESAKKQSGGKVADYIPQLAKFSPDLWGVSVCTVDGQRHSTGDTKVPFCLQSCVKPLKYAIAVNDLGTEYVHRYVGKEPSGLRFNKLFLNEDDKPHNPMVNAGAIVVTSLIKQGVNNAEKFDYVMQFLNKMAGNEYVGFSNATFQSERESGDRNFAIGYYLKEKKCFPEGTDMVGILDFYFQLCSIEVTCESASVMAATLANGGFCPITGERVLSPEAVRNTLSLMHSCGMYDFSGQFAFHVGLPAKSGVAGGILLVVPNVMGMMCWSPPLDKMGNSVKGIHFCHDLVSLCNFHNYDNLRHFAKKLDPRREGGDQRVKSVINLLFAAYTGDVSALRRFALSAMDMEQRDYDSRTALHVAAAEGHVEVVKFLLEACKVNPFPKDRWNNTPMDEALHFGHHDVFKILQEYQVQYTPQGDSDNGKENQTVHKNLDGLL
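Assay buffer: 45 mM KH2PO4 pH 8.2, 0.02% Tween-20. hKGA acts on L-glutamine (1 mM solution added); product glutamate is reported by an oxidase/peroxidase Amplex Red coupling, with fluorescence taken at baseline and 30 min.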
TrxR1 inh: qHTS Assay for Inhibitors of Mammalian Selenoprotein Thioredoxin Reductase 1 (TrxR1): qHTS | Potency, µM (series often up to 114 µM), inactives show top-dose activity change, negative = inhibition, usual class: inhibitors | recombinant rTrxR1, NADPH fluorescence consumption, selenite substrate | 390,000 tested, 1% active | Thioredoxin reductase 1, cytoplasmic (Rattus norvegicus), O89049; also: % is scaled to controls: 0 for no effect and ±100 for the full control effect; nearly all actives have a fitted effect of over 65% in size
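Rat TrxR1 (90 nM in the dispensed reagent) was pre-reduced with 400 uM NADPH for 5 min at room temperature, then incubated with compound for 15 min. After 400 uM selenite was added, NADPH fluorescence (Ex 340/Em 450 nm) was followed for 8 min.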
RGS4 inh: Inhibitors of Regulator of G Protein Signaling (RGS) 4: qHTS; 390,000 tested, 0.039% active; Transcreener GDP fluorescence polarization, RGS4-accelerated GTP hydrolysis; Potency, µM (titrated, usually from 114 µM), inactives show at the highest dose activity change, negative = inhibition, hits mostly inhibitors; AID 504845, 2011; also: % is scaled to controls: 0 for no effect and ±100 for the full control effect; nearly all actives have a fitted effect of over 75% in size; some results filed as inactive show a strong effect at the top dose
Target sequence (P49798 whole entry, looked up): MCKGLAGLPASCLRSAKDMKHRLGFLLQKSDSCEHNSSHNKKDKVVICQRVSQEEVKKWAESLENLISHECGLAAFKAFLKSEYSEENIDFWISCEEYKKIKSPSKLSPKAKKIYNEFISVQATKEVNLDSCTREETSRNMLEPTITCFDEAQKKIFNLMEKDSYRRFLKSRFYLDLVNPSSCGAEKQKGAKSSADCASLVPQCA
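MLSMR compounds (23 nl, pin-transferred) preincubated 10 min at room temperature with a 500nM (2x) first reagent, then RGS4 at 900nM (2x) plus Transcreener GDP mix added; fluorescence polarization (620/688 nm) read before and after 90 min at 30 °C.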
* = called active by the depositor; i = inactive; ? = inconclusive; nt = no result given; [ ] = dose if it differs, or a comment. Unless noted, calls follow the shape of the dose curve; as a rule, active = well fitted curve in the direction sought with a large enough effect; inconclusive = small, poorly fitted or top-dose-only effect, or another doubt; inactive = no such curve, though single readings can be large; an effect the other way counts as inactive or inconclusive. Potency is read from the fitted curve at half-maximal effect.

SMILES	Tb PGK inh	12-LOX inh	HP1b binding inh	JMJD2A Tudor	ERG Ets-DNA blk	Pin1 inh	GLS inh	TrxR1 inh	RGS4 inh
COc1ccc(C(=O)N2CCN(Cc3ccccc3[N+](=O)[O-])CC2)cc1	-14%	?	?	22µM*	-10%	-1%	1%	8%	-1%
CSCc1c(C(=O)NCCc2ccccn2)oc2ccccc12	2%	-15%	19%	-17%	9%	-4%	-5%	11%	2%
COc1ccc(C(NC(=O)CN2C(=O)NC3(CCc4ccccc43)C2=O)c2ccccc2)cc1 (configuration not stated)	-9%	13%	52%[activator]	-11%	10%	10%	1%	2%	-33%
O=C(Nc1ccc([N+](=O)[O-])cc1)Nc1ccc(Cl)cc1F	-8%	-5%	1%	-17%	27%	-5%	10%	0%[57.1 µM]	15%
CC(C)(C)c1ccc(OCC(=O)NCC2(N3CCOCC3)CCCCC2)cc1	-9%	?	54%[activator]	-5%	5%	-3%	-1%	-2%	-7%
O=C(NC1(C(F)(F)F)NC(=O)N(c2ccccc2)C1=O)c1cccs1 (configuration not stated)	i	-8%	16%	-10%	nt	18%	0%	0%	-18%
COc1cccc(C(C(=O)NC2CCCC2)N(C(=O)c2ccco2)c2ccc(C(C)=O)cc2)c1OC (configuration not stated)	i	-5%	34%	-2%	-7%	-1%	5%	1%	-19%
O=C(NCc1n[nH]c(=S)n1-c1ccccc1)c1cccs1	i	-27%	7%	16µM*	1%	0%	4%	-8%[57.1 µM]	-30%
S=C1NC(c2ccccc2)N2C(=S)NC(c3ccccc3)N12 (configuration not stated)	8%	16µM*	32µM*	13µM*	-5%	-12%	30%	-4%	?
Cc1cccn2c(=O)cc(COC(=O)C(C)Oc3ccccc3)nc12 (configuration not stated)	i	-24%	32%	-12%	nt	-16%	-4%	-16%	-28%
COCCN(C(=O)CSc1nn(-c2ccc(F)cc2)c(=S)s1)c1c(N)n(CC(C)C)c(=O)[nH]c1=O	-3%	?	21%	-12%	-1%	-5%	-7%	7%	36%
CN(NC(=O)c1ccc(Cl)cc1Cl)C1=NS(=O)(=O)c2ccccc21	-4%	16%	9%	-22%	-4%	1%	0%	10%[57.1 µM]	18%
O=C(NCc1ccccc1F)C(=O)NCC1CCCN1S(=O)(=O)c1ccccc1 (configuration not stated)	-1%	17%	28%	-18%	-7%	-7%	-2%	6%[57.1 µM]	-19%
Cc1occc1C(=O)Nc1ccc(S(=O)(=O)N2CCN(C)CC2)cc1	-5%	0%	23%	-19%	-4%	-2%	0%	-10%	9%
C=CCn1c2ccccc2c2nnc(SCC(=O)NC(C(=O)OC)C(C)C)nc21 (configuration not stated)	-5%	-1%	29%	-5%	?	-12%	-7%	9%	-19%
CCC(C)NC(=O)C1CCN(S(=O)(=O)c2ccc3c(c2)CC(C)N3C(C)=O)CC1 (configuration not stated)	-9%	12%	30%	-14%	4%	2%	-13%	35%	13%
Cc1ccc(Nc2cnn(C34CC5CC(CC(CC(=O)O)(C5)C3)C4)c(=O)c2Cl)cc1	nt	-6%	26%	-6%	-4%	-1%	-4%	-12%	-11%
Cn1c(=O)c2c(nc(N3CCOCC3)n2CCCNC2=NCCC2)n(C)c1=O	-4%	0%	14%	-12%	-10%	-2%	2%	15%[57.1 µM]	2%
CC[n+]1c(/C=C/Nc2ccccc2)oc2ccccc21	i	?	65%[activator]	-6%	6%	?	6%	-13%[57.1 µM]	-39%
CCCCCCCCn1c(=O)c(C(=O)OC)c(N)c2ccccc21	0%	40%[activator]	27%	-19%	-3%	?	-5%	-3%[57.1 µM]	11%

Limited to Pin1 inh, TrxR1 inh and Tb PGK inh (2 entries from above):
smiles	Pin1 inh	TrxR1 inh	Tb PGK inh
Cc1occc1C(=O)Nc1ccc(S(=O)(=O)N2CCN(C)CC2)cc1	-2%	-10%	-5%
C=CCn1c2ccccc2c2nnc(SCC(=O)NC(C(=O)OC)C(C)C)nc21 (configuration not stated)	-12%	9%	-5%

More records follow.
SMILES	Tb PGK inh	12-LOX inh	HP1b binding inh	JMJD2A Tudor	ERG Ets-DNA blk	Pin1 inh	GLS inh	TrxR1 inh	RGS4 inh
O=C(Nc1cccc(C(F)(F)F)c1)c1cc2ncc(Br)cn2n1	i	6%	19%	-17%	3%	14%	-25%	8%	-42%
Cc1ccc(OCC(=O)N(C)CC(=O)Nc2ccc(F)cc2)c([N+](=O)[O-])n1	i	-1%	53%[activator]	-9%	-3%	-2%	-13%	13%	-16%
O=C(NNc1nc2c(F)cccc2s1)c1ccccc1	i	-4%	48%[activator]	-9%	-5%	-4%	29%	20%	-34%
O=C(O)C(Cc1ccccc1)Nc1ccc([N+](=O)[O-])cc1[N+](=O)[O-] (configuration not stated)	9%	?	2%[57 µM]	-27%	1%	-12%	-22%	-7%	-2%
COc1ccc2c(-c3ccccc3)cc(SCC(=O)NC3CCS(=O)(=O)C3)nc2c1 (configuration not stated)	-1%	2%	11%	-34%	-1%	13%	3%	18%	-8%
Cc1ccc(NC(=O)CSc2nccn2Cc2ccccc2)cc1C	-4%	443%[activator]	-14%	?	7%	1%	-3%	-1%	-32%
CCSc1ccc2nnc(-c3ccc(F)cc3)n2n1	8%	?	47%[activator]	8%	0%	2%	1%	-1%[57.1 µM]	15%
CS(=O)(=O)Nc1ccc(Oc2ncccn2)cc1	3%	77%[activator]	14%	-6%	3%	-8%	-4%	-5%	-6%
C/C(CC(=O)Nc1ccc(N(C)C)cc1)=N\NC(=O)c1ccccc1O	-1%	11%	-18%	56µM*	6%	-14%	35%[activator]	-25%	5%
COc1ccc(OC)c(CNc2ncnc3onc(-c4ccc(Cl)cc4)c23)c1	1%	-11%	26%	-18%	7%	7%	3%	4%	5%
CCOC(=O)N1CCN(CC(=O)c2ccc3c(c2)CCN3C(C)=O)CC1	-6%	14%	31%	-23%	-2%	-5%	0%	?	-32%
O=C1CCN(Cc2ccccc2)S(=O)(=O)c2ccc(F)cc21	-2%	-18%	6%	-10%	8%	4%	-10%	?	14%
Cc1ccc(-c2cc(C(=O)NC3CCCC3)no2)cc1	i	0%	-12%	-15%	-5%	2%	7%	3%	24%
COc1ccc(CNC(=O)c2cccnc2SC)cc1OC	-2%	-2%	32%	-5%	?	3%	-8%	15%[57.1 µM]	14%
COc1ccc(S(=O)(=O)NCC2CCCN(CC(C)(C)C)C2)cc1 (configuration not stated)	-8%	101%[activator]	-4%	-22%	6%	-1%	1%	20%[57.1 µM]	2%
Cc1ccc2nc(Cl)c(/C=N/Nc3nc(C)cc(C)n3)c(=O)n2c1	-10%	-15%	31%	-24%	4%	-2%	21%	?	-6%
Cc1cc(C)c(S(=O)(=O)N2CCN(C(=O)c3c(C)nn(-c4ccccc4)c3Cl)CC2)c(C)c1	i	8%	18%	-12%	11%[15.4 µM]	10%	2%	32%	?
CNC(=O)COC(=O)c1cc(F)c(F)cc1Cl	-7%	-7%	45%[activator]	9%	-8%	-1%	-7%	12%	-33%
COc1ccccc1N1CCN(S(=O)(=O)c2c(C)[nH]c(C)c2C(=O)N2CCCC2)CC1	-7%	-6%	62%[activator]	-9%	10%	-5%	-9%	7%	-31%[56.9 µM]
COc1cc(OC)cc(C(=O)NNC(=S)NC(=O)c2cccnc2)c1	-3%	?	59%	-7%	2%	?	1%	31%	-18%
C=CCNC(=S)NNC(=O)c1ccc(=O)n(Cc2ccccc2)c1	i	-4%	7%[57 µM]	-8%	8%	6%	?	4%	-3%
CCC(Sc1nc2cc(OC)c(OC)cc2c(=O)n1Cc1ccco1)C(=O)NCCOC (configuration not stated)	i	-16%	3%	-4%	2%	-2%	nt	-7%	15%
Cc1ccc(NC(=S)c2ccc3ccccc3n2)c(C)c1	i	-27%	11µM*	?	1%	-7%	?	-2%	?
Cc1ccc(NC(=O)CNc2cc(S(=O)(=O)N3CCOCC3)ccc2N2CCOCC2)cc1S(=O)(=O)N(C)C	-3%	?	28%	-3%	-13%	0%	-3%	-2%	-15%
Cc1ccc(NC(=O)c2ccc3c(c2)C(=O)N(Cc2cccnc2)C3=O)c(C)c1	9%	23%	4%	-20%	?	-1%	10%	7%[57.1 µM]	-18%
OCOCCCn1c(C2CCCN2c2nc(-c3ccc(F)cc3)cs2)nc2cc(Cl)c(N3CCCCC3)cc21 (configuration not stated)	1%	-9%	13%	?	-4%	64%[activator]	5%	28%[57.1 µM]	-3%
CN1CCN(C(=O)/C(C#N)=C/c2ccc(OC(F)F)cc2)CC1	-9%	-15%	19%	-10%	7%	-8%	6%	?	-20%
OC(CCN1CCCCC1)(c1ccccc1)C1CC2C=CC1C2 (configuration not stated)	nt	126%[activator]	nt	nt	nt	nt	-9%	14%[57.1 µM]	-5%[56.9 µM]

Not all compounds are listed; the hit share may differ from the screen's.
